High-throughput results deposited in PubChem by several laboratories.
H69AR growth 86K: blocks growth of human H69AR lung tumor cells; H69AR lung tumor viability, ATP luminescence, 72 h; stronger effect = lower value; AID 598; viability, % at 10 µM; actives 6% (n = 85,000);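 active means viability at or below 40%; inactive means viability above 40%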;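 further: multidrug resistant small cell line overexpressing MRP-1 efflux transporter; 100% = mean luminescence of untreated control wells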
DAT uptake mod: modulates human dopamine transporter uptake under cocaine; Q01959; LLC-PK1 hDAT cells, [14C]-dopamine uptake with cocaine IC80; actives deviate in either direction; B-score at 10 µM; actives 1.3% (n = 110,000); AID 449768;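 active means Z score or B-score, a plate-position-corrected score, falls beyond the plate's 99.7% confidence bounds, in either direction; inactive means both scores lie inside the 99.7% bounds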;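 further: scored against the spread of the other compound wells on the same plate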
Target sequence (Q01959 whole entry, looked up): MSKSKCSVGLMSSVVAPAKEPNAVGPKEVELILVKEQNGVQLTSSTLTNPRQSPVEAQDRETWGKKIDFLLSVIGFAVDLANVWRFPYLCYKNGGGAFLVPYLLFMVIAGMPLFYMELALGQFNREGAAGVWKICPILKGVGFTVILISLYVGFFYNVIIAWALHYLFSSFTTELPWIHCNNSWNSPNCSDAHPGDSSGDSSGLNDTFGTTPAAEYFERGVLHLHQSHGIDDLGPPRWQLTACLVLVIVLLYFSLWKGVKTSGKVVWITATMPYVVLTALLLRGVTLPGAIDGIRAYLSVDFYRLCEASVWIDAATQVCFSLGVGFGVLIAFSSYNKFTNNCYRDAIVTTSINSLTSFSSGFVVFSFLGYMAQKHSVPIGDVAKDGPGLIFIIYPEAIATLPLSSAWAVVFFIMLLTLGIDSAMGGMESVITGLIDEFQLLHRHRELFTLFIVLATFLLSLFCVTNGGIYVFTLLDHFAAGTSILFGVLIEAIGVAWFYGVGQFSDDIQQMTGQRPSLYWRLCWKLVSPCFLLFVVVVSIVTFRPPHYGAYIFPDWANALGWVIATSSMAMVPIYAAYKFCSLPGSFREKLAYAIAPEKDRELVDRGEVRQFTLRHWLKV
HUVEC prolif 384: blocks proliferation of human endothelial cells | HUVEC proliferation, CellTiter-Glo luminescence, 72 h; stronger effect = lower value | viability, % at 10 µM (by protocol) | actives 1.1% (n = 86,000);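 active means viability at or below 30%; inactive means viability above 30%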;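 further: 100% = median luminescence of DMSO-only cell control wells on each plate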
Fibroblast inh: blocks proliferation of human lung fibroblasts; LL 47 human lung fibroblast viability, ATP luminescence; stronger effect = lower value; actives 1.1% (n = 85,000); viability, % at 10 µM;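 active means viability at or below 50% in the single dose screen; inactive means viability above 50%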;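 further: compound exposure lasted 72 h before the ATP readout; 100% = median luminescence of untreated cell-only wells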
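material = human LL 47 lung fibroblast cells | dosing = compounds added from tenfold dosing solution, 0.1% DMSO final | timing = overnight cell rest, 72 h compound treatment at 37 °C | measured by = CellTiter-Glo luminescence measuring cellular ATP | evaluation = % viability versus median cells-only luminescence | control set = cell-only wells, no compound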
Active calls of the source: *; x = not tested or not shown.

Field names – A = H69AR growth 86K; B = DAT uptake mod; C = HUVEC prolif 384; D = Fibroblast inh
molecule: O=c1oc2c(O)c(O)cc3c(=O)oc4c(O)c(O)cc1c4c23
  A: 16* | B: x | C: 69 | D: 99

molecule: CC(=O)Nc1ccc(CC(=O)O)cc1
  A: x | B: -0.46 | C: x | D: x

molecule: CC12CCC(=O)C=C1CCC1C2CCC2(C)C1CCC2(O)C(=O)CO (centres undefined)
  A: x | B: 0.085 | C: x | D: x

molecule: NC1CCN(c2nc3c(cc2F)c(=O)c(C(=O)O)cn3-c2ccc(F)cc2F)C1 (centres undefined)
  A: x | B: 0.2 | C: x | D: x

molecule: NC(N)=O
  A: x | B: -1.2 | C: x | D: x

molecule: Cc1ccc(=O)n(-c2ccccc2)c1
  A: x | B: -0.12 | C: x | D: x

molecule: COc1ccc(C[C@H]2COC(=O)[C@@H]2Cc2ccc(OC3OC(CO)C(O)C(O)C3O)c(OC)c2)cc1OC (some centres undefined)
  A: x | B: -1.2 | C: x | D: x

molecule: CCc1ccc(CCOc2ccc(CC3SC(=O)NC3=O)cc2)nc1 (centres undefined)
  A: x | B: -0.55 | C: x | D: x

molecule: C/C=C/C(=O)N(CC)c1ccccc1C
  A: x | B: 0.56 | C: x | D: x

molecule: CCOC(=O)[C@H](CCc1ccccc1)N[C@@H](C)C(=O)N1Cc2ccccc2C[C@H]1C(=O)O
  A: x | B: 1.3 | C: x | D: x

molecule: CCCCNc1ccc(C(=O)OCCN(C)C)cc1
  A: x | B: -0.084 | C: x | D: x

molecule: N#Cc1ccc(C(c2ccc(C#N)cc2)n2cncn2)cc1
  A: x | B: 0.14 | C: x | D: x

molecule: CC(C)=CCOc1c2ccoc2cc2oc(=O)ccc12
  A: x | B: 0.75 | C: x | D: x

molecule: CCCc1nc(C(C)(C)O)c(C(=O)O)n1Cc1ccc(-c2ccccc2-c2nn[nH]n2)cc1
  A: x | B: 0.53 | C: x | D: x

molecule: C/C=C(/C)C(=O)OC(C)(C)[C@@H]1Cc2c(ccc3ccc(=O)oc23)O1
  A: x | B: -0.5 | C: x | D: x

Profiles, quoted from the list:
Results for C/C=C(/C)C(=O)OC(C)(C)[C@@H]1Cc2c(ccc3ccc(=O)oc23)O1 → H69AR growth 86K: x; DAT uptake mod: -0.5; HUVEC prolif 384: x; Fibroblast inh: x
Results for CC(C)=CCOc1c2ccoc2cc2oc(=O)ccc12 → H69AR growth 86K: x; DAT uptake mod: 0.75; HUVEC prolif 384: x; Fibroblast inh: x

A second format for some results above.
Second line of a record: H69AR growth 86K	DAT uptake mod	HUVEC prolif 384	Fibroblast inh
> CC(C)=CCOc1c2ccoc2cc2oc(=O)ccc12
 : x	0.75	x	x
> CCCc1nc(C(C)(C)O)c(C(=O)O)n1Cc1ccc(-c2ccccc2-c2nn[nH]n2)cc1
 : x	0.53	x	x
> C/C=C(/C)C(=O)OC(C)(C)[C@@H]1Cc2c(ccc3ccc(=O)oc23)O1
 : x	-0.5	x	x

This is a subset. The share of hits here may be higher or lower than overall.
